A549 tox: counter-screen for Nrf2 inhibitors: cytotoxicity in A549 cells; A549 ARE-Fluc cells, CellTiter-Fluor viability, 18-24 h; Potency, µM (top dose mostly 46 µM), inactives show top-dose activity change, negative = cytotoxicity, actives largely listed as inhibitors; hit rate 0.16% among 390,000; also: potency is read from the fitted curve at half-maximal effect; % is scaled to controls: 0 for no effect and ±100 for the full control effect
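A549 ARE_Fluc cells in 5% FBS OPTI-MEM were exposed to compounds in concentration-response for 18-24 h at 37 deg C. Viability was read by CellTiter-Fluor fluorescence (Ex 405/Em 525) after 30 min, before the luciferase read.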
ATXN2 expr inh: ATXN2 expression inhibition | HEK-293 ATXN2-luciferase reporter, luminescence, 24 h | Potency, µM (top dose mostly 57 µM), for the others: at the top dose activity change, negative = inhibition, hits mostly inhibitors | hit rate 0.72% among 360,000; also: potency is read from the fitted curve at half-maximal effect; % is scaled to controls: 0 for no effect and ±100 for the full control effect; nearly all actives have a fitted effect of over 55% in size
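qHTS (up to 57 uM final) was run with 24 h compound exposure of reporter cells at 37 °C. Each well was multiplexed: SteadyGlo luminescence measured ATXN2-luciferase expression after a fluorogenic Gly-Phe-AFC viability readout (25 uM final).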
HepG2 tox: HepG2 cytotoxicity, counter-screen for TGF-b inhibitors; Potency, µM (series often up to 46.1 µM), for the others: at the top dose activity change, negative = cytotoxicity, most hits filed as cytotoxic; hit rate 0.76% among 410,000; HepG2 CAGA-GFP viability, ATP luminescence, 18 h; AID 588856; also: potency is read from the fitted curve at half-maximal effect; some results filed as inactive show a strong effect at the top dose
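HepG2 CAGA-GFP cells (1000/well, DMEM with 1% FBS) received compound, then TGF-beta at 500 pg/mL final, and were incubated 18 hours at 37 degrees C. Viability was read by CellTiter-Glo luminescence. Media-only wells were set as complete cell-killing and DMSO as no toxicity.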
ATXN viability: cell viability loss in ATXN counter-screen; S2 cells (HEK-293 line with an ATXN2-luciferase reporter) viability, CellTiter-Fluor protease fluorescence, 24 h; AID 651635; Potency, µM (highest dose often 56.7 µM), actives largely listed as cytotoxic; hit rate 0.49% among 400,000; also: potency is read from the fitted curve at half-maximal effect; nearly all actives have a fitted effect of over 40% in size
Nrf2 block: Nrf2 pathway inhibition; A549 ARE-Fluc reporter, luciferase luminescence, 18-24 h; Potency, µM (titrated, usually from 46 µM), without a hit: at the top dose activity change, negative = inhibition, actives largely listed as inhibitors; hit rate 2.1% among 360,000; also: potency is read from the fitted curve at half-maximal effect; % is scaled to controls: 0 for no effect and ±100 for the full control effect; nearly all actives have a fitted effect of over 60% in size
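Cells were seeded and rested 2 h, then exposed to compounds for 18-24 h. CellTiter-Fluor was read first as a viability measure. BugLite was added 15 min before the final luminescent read of ARE-luciferase activity in A549 cells.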
Nrf2 ARE act: activates Nrf2 signaling; AREc32 ARE-luciferase reporter (MCF7-derived line), luminescence, 24 h; hit rate 0.31% among 410,000; Potency, µM (doses to about 46.1 µM), without a hit: at the highest dose activation, usual class: activators; also: potency is read from the fitted curve at half-maximal effect; % of control where 0% means no effect; nearly all actives have a fitted effect of over 65% in size
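Quantitative high-throughput format: AREc32 reporter cells, 1000 per well, received compound by pin transfer and were incubated 24 hr at 37 deg C, 5% CO2, before Steady-Glo luminescence detection.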
IL-2 act: activators of IL-2 | IL-2 activation reporter assay, cell-based qHTS; stimulated with anti-CD3/CD4/CD28 beads; in transgenic mouse T cells | activation, % (series mostly up to about 46 µM) | hit rate 0.065% among 360,000; in the data active = activation above about 50%; inconclusive = mostly about 30% to 49%; also: 0% is about no effect
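Quantitative HTS in unstimulated transgenic mouse T cells, with memory T cells as non-tolerant control and PMA/ionomycin as tolerance-bypass control. Compound pretreatment lasted 60 minutes before 18 h bead stimulation; EGFP/DsRed fluorescence read.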
EPAC2 ag: agonists of human EPAC2 (RAPGEF4); EPAC2 activation, biochemical qHTS; response scale: 100% = 6.5 mM cAMP response; Potency, µM (top dose mostly 154 µM), for the others: at the top dose activation, actives largely listed as activators; hit rate 0.079% among 360,000; AID 720711; also: potency is read from the fitted curve at half-maximal effect; nearly all actives have a fitted effect of over 50% in size
Target sequence (Q8WZA2 whole entry, looked up): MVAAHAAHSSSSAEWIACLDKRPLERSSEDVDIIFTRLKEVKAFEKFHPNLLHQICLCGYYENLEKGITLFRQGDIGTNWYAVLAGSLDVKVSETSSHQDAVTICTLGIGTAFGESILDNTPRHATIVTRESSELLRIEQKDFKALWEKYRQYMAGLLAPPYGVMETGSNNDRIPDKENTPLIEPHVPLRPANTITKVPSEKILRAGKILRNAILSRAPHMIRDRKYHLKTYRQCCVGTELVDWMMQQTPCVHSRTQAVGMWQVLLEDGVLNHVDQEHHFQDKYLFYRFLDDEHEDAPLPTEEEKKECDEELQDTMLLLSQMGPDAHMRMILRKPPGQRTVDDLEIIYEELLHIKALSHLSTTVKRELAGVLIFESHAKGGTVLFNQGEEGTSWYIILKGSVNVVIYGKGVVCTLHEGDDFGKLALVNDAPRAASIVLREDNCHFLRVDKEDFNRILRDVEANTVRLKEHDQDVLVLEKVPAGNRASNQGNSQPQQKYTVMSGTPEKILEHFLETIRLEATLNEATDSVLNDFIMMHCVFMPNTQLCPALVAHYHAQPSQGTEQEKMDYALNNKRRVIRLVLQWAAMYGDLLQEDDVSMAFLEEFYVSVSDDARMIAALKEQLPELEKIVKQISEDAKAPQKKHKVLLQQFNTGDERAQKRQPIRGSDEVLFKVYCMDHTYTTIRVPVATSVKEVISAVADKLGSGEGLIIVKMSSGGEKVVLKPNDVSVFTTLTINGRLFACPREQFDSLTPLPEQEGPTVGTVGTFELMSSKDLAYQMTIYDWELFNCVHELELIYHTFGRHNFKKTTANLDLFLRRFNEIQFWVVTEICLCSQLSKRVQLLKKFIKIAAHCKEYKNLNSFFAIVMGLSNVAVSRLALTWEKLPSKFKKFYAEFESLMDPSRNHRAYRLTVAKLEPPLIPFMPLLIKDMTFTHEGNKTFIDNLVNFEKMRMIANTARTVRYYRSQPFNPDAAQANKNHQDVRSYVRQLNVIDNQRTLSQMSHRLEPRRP
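Guanine nucleotide exchange by EPAC2 is measured as reduced fluorescence of BODIPY-GDP once it is released from 250 nM Rap1B. Plates are read kinetically for 30 min at room temperature; results are scaled to 6.5 mM cAMP.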
TGFb SMAD3 inh: blocks TGF-b signaling; Potency, µM (top dose mostly 46.1 µM), for the others: at the top dose activity, negative = inhibition, most hits filed as inhibitors; HepG2 CAGA-GFP TGF-b/SMAD3 reporter, GFP fluorescence, 18 h; TGF-beta stimulated, 500 pg/mL final; AID 588855; hit rate 1.2% among 410,000; also: potency is read from the fitted curve at half-maximal effect; % is scaled to controls: 0 for no effect and ±100 for the full control effect; nearly all actives have a fitted effect of over 65% in size
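HEPG2 CAGA-GFP cells (1000/well, DMEM with 1% FBS) were pre-incubated 2 h at 37 degrees C, given compound by pin tool, then stimulated with TGF-beta at 500 pg/mL final for 18 h before per-cell GFP fluorescence imaging.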
Numbers without * were called inactive; i = inactive; ? = inconclusive; · = not tested or not shown; [ ] = dose if it differs, or a comment. Unless noted, calls follow the shape of the dose curve; as a rule, active = well fitted curve in the direction sought with a large enough effect; inconclusive = small, poorly fitted or top-dose-only effect, or another doubt; inactive = no such curve, though single readings can be large; an effect the other way counts as inactive or inconclusive.

#1 C#CCn1c(=NC(=O)c2cc(Cl)sc2Cl)sc2cc(S(N)(=O)=O)ccc21
#2 O=c1c2cc(N3CCOCC3)ccc2[nH]c(=S)n1CCN1CCCC1
#3 Cc1ccc(Cn2ccc(NC(=O)c3cc(-c4cccs4)on3)n2)cc1
#4 COc1ccc(NC(=O)C(=O)NCCN2CCN(C(=O)c3cccs3)CC2)cc1
#5 CCCc1nc2ccc(NC(=O)c3ccco3)cc2c(=O)n1Cc1ccc(Cl)cc1
#6 CC(C)c1ccc(/C=C2\SC(N3CCCC3)=NC2=O)cc1
compound no.	1	2	3	4	5	6
A549 tox	9%	-7%	-4%	5%	?	-1%
ATXN2 expr inh	-38%	4%	-9%	-14%	-12%	12%
HepG2 tox	-19%	-1%	-27%	-8%	-7%	-40%
ATXN viability	i	i	i	i	?	i
Nrf2 block	?	15%	-22%	4%	?	5%
Nrf2 ARE act	?	-0.5%	-0.6%	1.9%	0.1%	5.4%
IL-2 act	1.0	0.0	0.4	0.0	-3.5	-0.6
EPAC2 ag	-1%	-1%	10%	-1%	3%	-9%
TGFb SMAD3 inh	2%	11%	-20%	4%	-5%	-9%

Next section; it opens with the two that closed the last part.
#5 CCCc1nc2ccc(NC(=O)c3ccco3)cc2c(=O)n1Cc1ccc(Cl)cc1
#6 CC(C)c1ccc(/C=C2\SC(N3CCCC3)=NC2=O)cc1
#7 O=C1NC(c2ccccc2)=C(c2nc3ccccc3s2)C(c2ccc(F)cc2)N1 (centres undefined)
#8 CC1CCCC(C(=O)OCc2ccccc2)N1 (centres undefined)
#9 CSCCC(NC(=O)COc1ccccc1)C(=O)N(C)Cc1ccc(F)cc1 (centres undefined)
#10 COc1ccccc1NS(=O)(=O)c1cccc(C(=O)NCC(c2ccco2)N(C)C)c1 (centres undefined)
#11 COc1ccc(NC2CCCN(C(=O)c3cc(CC(C)C)nc(N)n3)C2)cc1 (centres undefined)
#12 COc1ccc(-n2nnnc2SCC(=O)NC2CCS(=O)(=O)C2)cc1 (centres undefined)
compound no.	5	6	7	8	9	10	11	12
A549 tox	?	-1%	?	-6%	-6%	-4%	2%	-4%
ATXN2 expr inh	-12%	12%	?	11%	·	-4%	32%	-3%
HepG2 tox	-7%	-40%	-37%	1%	-12%	-20%	3%	0%
ATXN viability	?	i	i	i	?	i	i	i
Nrf2 block	?	5%	16µM*	10%	0%	-6%	6%	19%
Nrf2 ARE act	0.1%	5.4%	3.3%	-0.3%	-0.2%	3.4%	-0.5%	-0.4%
IL-2 act	-3.5	-0.6	-0.5	2.9	0.3	-3.0	-1.6	-0.3
EPAC2 ag	3%	-9%	-7%	0%	-1%	2%	-5%	3%
TGFb SMAD3 inh	-5%	-9%	?	-10%	-16%	0%	5%	20%

#13 Cc1c(C(C)C[C@H](C)O)oc(=O)c2c1Oc1c(C)c(C(C)C[C@H](C)O)oc(=O)c1C2 (some centres undefined)
#14 CC/C(Cc1ccccc1)=N/NC(=O)CCn1nnc2ccccc21
#15 Cc1nnc(NC(=O)C2CCN(C(=O)c3ccsc3)CC2)s1
#16 CSCCC(NC(=O)c1ccc(Cl)cc1Cl)C(=O)OC(C)C(=O)NCc1ccco1 (centres undefined)
#17 O=C(NC1C(=O)NNC1c1ccccc1)c1ccccc1 (centres undefined)
#18 Cn1c(=O)c2cc(C(=O)Nc3cccc(C#N)c3)sc2c2ccccc21
compound no.	13	14	15	16	17	18
A549 tox	-3%	2%	3%	0%	10%	13%
ATXN2 expr inh	6%	6%[11.3 µM]	·	1%	48%[activator]	11%
HepG2 tox	2%	-27%	-14%	-7%	3%	-34%
ATXN viability	i	i	·	i	i	i
Nrf2 block	4%	-7%	-4%	1%	?	?
Nrf2 ARE act	0.5%	-0.1%	·	-0.1%	17%	-0.3%
IL-2 act	-1.2	-3.3	·	-5.2	0.8	·
EPAC2 ag	7%	2%	·	0%	7%	·
TGFb SMAD3 inh	6%	10%	-5%	6%	-26%	?

Two entries picked at random from the list so far, as already listed:
#14 CC/C(Cc1ccccc1)=N/NC(=O)CCn1nnc2ccccc21
#15 Cc1nnc(NC(=O)C2CCN(C(=O)c3ccsc3)CC2)s1
compound no.	14	15
A549 tox	2%	3%
ATXN2 expr inh	6%[11.3 µM]	·
HepG2 tox	-27%	-14%
ATXN viability	i	·
Nrf2 block	-7%	-4%
Nrf2 ARE act	-0.1%	·
IL-2 act	-3.3	·
EPAC2 ag	2%	·
TGFb SMAD3 inh	10%	-5%

Carrying on.
#19 CCOc1ccc(S(=O)(=O)Nc2nc3ccccc3nc2-n2ccc(=NC(=O)c3cccs3)cc2)cc1
#20 Cc1ccc([N+](=O)[O-])c2c1C(N1CC(C)OC(C)C1)C(C)(C)O2 (centres undefined)
#21 O=C(CC[C@H]1O[C@@H](n2ccc(=O)[nH]c2=O)[C@H](O)[C@@H]1O)NCc1ccc2c(c1)OCO2
#22 COCCCn1c(SCC(=O)N(C)C)nnc1-c1ccccc1
#23 Cc1noc(C)c1C(=O)OC(C)C(=O)N(C)c1ccccc1 (centres undefined)
#24 COc1ccccc1-c1nnc(NC(=O)C2CCCN2S(=O)(=O)c2cccs2)o1 (centres undefined)
compound no.	19	20	21	22	23	24
A549 tox	18%	1%	·	0%	-5%	·
ATXN2 expr inh	·	6%	10%	1%	5%	·
HepG2 tox	6%	-12%	0%	0%	-13%	-33%
ATXN viability	·	i	i	i	i	i
Nrf2 block	2%	?	·	·	0%	·
Nrf2 ARE act	1.5%	-0.4%	-0.7%	-0.1%	-0.1%	8.6%
IL-2 act	?	-1.7	-0.5	-0.6	0.6	1.2
EPAC2 ag	100µM*	7%	7%	11%	0%	3%
TGFb SMAD3 inh	-1%	4%	3%	0%	-11%	-18%

#25 COc1ccccc1Cc1c(-c2ccc(F)cc2)nc2ccc(Cl)cn12
#26 S=C(Nc1ccccc1)c1nc2ccccc2s1
#27 Cc1cccc(NC(=O)Cn2cccc2)c1
#28 Cc1ccc(CNS(=O)(=O)c2cn(C)cn2)cc1
#29 Cc1nc(C)c(C(=O)Nc2cccc(F)c2)s1
#30 O=C(CNC1CCCCCC1)Nc1ccccc1N1CCCCC1
compound no.	25	26	27	28	29	30
A549 tox	·	-7%	-2%	4%	-5%	-6%
ATXN2 expr inh	34%[activator]	·	1%	-8%	-3%	-27%
HepG2 tox	-10%	-26%	-11%	-1%	1%	-31%
ATXN viability	i	?	i	i	?	i
Nrf2 block	·	?	9%	1%	13%	-23%
Nrf2 ARE act	4.3%	14%	-0.8%	-0.4%	6.5%	5.2%
IL-2 act	0.3	-1.6	-1.8	-1.1	0.2	-3.5
EPAC2 ag	6%	18%	-4%	13%	4%	12%
TGFb SMAD3 inh	-17%	?	1%	5%	0%	?

#31 C#CCNC(=O)C1=C[C@H](c2csc3ccccc23)C[C@H](OCCCCO)O1
#32 Cc1cc(C)c2c(=O)[nH]c(SCC(=O)N3CCCCC3)nc2n1
#33 COc1cccc(C(=Cc2ccc([N+](=O)[O-])cc2)C(=O)O)c1
#34 COC(=O)c1ccc(NC(=O)CN(C)S(=O)(=O)c2ccc(OC)c(C)c2)cc1
#35 CCn1c(=NC(=O)CN2C(=O)CCC2=O)sc2c(OC)ccc(OC)c21
#36 O=[N+]([O-])c1ccc2nnn(O)c2c1
compound no.	31	32	33	34	35	36
A549 tox	0%	11%	·	-3%	10%	2%
ATXN2 expr inh	-9%	1%	·	4%	0%	-8%
HepG2 tox	-4%	-23%	-5%	-9%	-2%	11%
ATXN viability	i	i	i	i	i	i
Nrf2 block	-2%	-10%	·	-29%	-12%	11%
Nrf2 ARE act	9.9%	-0.4%	0.1%	-0.6%	3.8%	12%
IL-2 act	0.0	0.0	-1.5	-2.2	-1.6	-1.3
EPAC2 ag	-3%	9%	2%	8%	11%	3%
TGFb SMAD3 inh	-21%	-17%	4%	?	3%	27%

#37 Cc1ccn2c(CNC(C)c3cn(C)nc3C)c(C(=O)N3CCCCCC3)nc2c1 (centres undefined)
#38 CC(C)OCCCn1c(SCC(=O)Nc2ccc(F)cc2)nc2c(sc3ccccc32)c1=O
#39 COc1ccc2cnn(Cc3ccccc3)c(=O)c2c1OC
#40 CC(=O)c1ccc(NC(=O)Nc2ccc([N+](=O)[O-])cc2)cc1
#41 O=C(NCCc1ccc(Cl)cc1)c1ccc2c(c1)N(Cc1ccc(F)cc1)C(=O)CS2
#42 Cn1c(CNc2ccc(Cl)cc2)nnc1SCC#N
compound no.	37	38	39	40	41	42
A549 tox	-8%	2%	-16%	-3%	?	27%
ATXN2 expr inh	-2%	3%	3%	17%	·	·
HepG2 tox	-1%	-5%	3%	9%	-18%	2%
ATXN viability	?	i	i	i	·	i
Nrf2 block	12%	·	-4%	11%	·	?
Nrf2 ARE act	0.0%	0.5%	0.0%	-0.4%	0.1%	4.2%
IL-2 act	-3.1	·	0.6	0.0	·	-3.8
EPAC2 ag	-2%	·	-5%	4%	·	7%
TGFb SMAD3 inh	-1%	-3%	10%	-21%	-19%	1%

#43 O=S(CC1CC1(Cl)Cl)CC1CC1(Cl)Cl (centres undefined)
#44 CCOCCCNCc1ccc(OCc2ccccc2C)c(OC)c1
#45 C=CCOc1ccc(/C=N/NC(=O)c2c(C)nc3ccc(Cl)cn23)cc1
#46 CC(=O)Oc1ccc(/C=N/NC(=O)CCSc2ccccc2)cc1
compound no.	43	44	45	46
A549 tox	-1%	16%	1%	-6%
ATXN2 expr inh	-4%	·	12%	-2%[11.3 µM]
HepG2 tox	8%	-39%	4%	2%
ATXN viability	i	i	i	i
Nrf2 block	-4%	29%	-6%	5%
Nrf2 ARE act	-0.2%	0.1%	0.3%	2.2%
IL-2 act	-3.6	-0.7	-1.8	-0.4
EPAC2 ag	3%	1%	0%	10%
TGFb SMAD3 inh	7%	-25%	11%	0%

Source: PubChem
